Pf Dd2 growth – qHTS Primary assay for Inhibitors of Plasmodium falciparum Dd2 growth in vitro | 4.3% of 120,000 active | P. falciparum Dd2 growth, SYBR Green, 72 h | Potency, µM (top dose mostly 28.9 µM), without a hit: at the highest dose activity, negative = inhibition, usual class: inhibitors; active = well fitted inhibition curve with a large enough effect; inconclusive = small, poorly fitted or top-dose-only effect; inactive = no such curve, though single readings can be large or run the other way;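 note: plate controls were DMSO vehicle for no effect and reference drug for full effect; nearly all actives have a fitted effect of over 65% in size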
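Infected erythrocytes (Dd2, 0.3% parasitemia, 2.5% hematocrit final) are added to compound in RPMI-1640/Albumax II medium, grown 72 h at 37C in low oxygen, then lysed with saponin/Triton-X containing SYBR Green and read by fluorescence.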
The depositor's hits bear a star; i = inactive; ? = inconclusive; ! = a repeat was not active; [ ] = remark or other dose. Potency is the fitted concentration of half-maximal effect. This is a subset; the hit share may differ from the screen's.

SMILES	Pf Dd2 growth
Cc1ccccc1-c1nc(C2CC(=O)N(c3ccc(Cl)cc3)C2)no1 (stereo not drawn)	131%[activator]
CC(=O)Nc1cccc(-c2n[nH]c3c2CC(=O)N(CCOc2ccccc2)C3)c1	i
CC(C)N1C[C@H](O)C[C@H]1c1nnc2n1CCN(C(=O)c1n[nH]c3ccccc13)CC2	i
Cc1ccc(Cl)cc1N(C)C(=O)c1cc2c(Cl)nc3ccccc3c2s1	20%
COc1ccc(Cl)cc1NC(=O)Cn1nc2c(cc1=O)CCCCC2	7%
Cc1cccc(-c2noc(-c3ccc(N4CCOCC4)c([N+](=O)[O-])c3)n2)c1	0%
CC(C)CCN1CC2(C1)C(=O)Nc1ccccc12	?
O=c1c2sccc2n(Cc2cc(=O)n3cc(Cl)ccc3n2)c(=O)n1-c1ccccc1	-5%
COc1cc(Cl)ccc1C(=O)N1CCC2(CC1)NC(=O)N(c1ccccc1)N2	-22%
Cc1ccccc1-c1ccc2n(c1=O)C[C@H]1C[C@@H]2CN(C(=O)c2ccc(F)cc2)C1	i

Shown as labelled records: part of the list above
Cc1ccccc1-c1nc(C2CC(=O)N(c3ccc(Cl)cc3)C2)no1 (stereo not drawn)
- Pf Dd2 growth = 131%[activator]

CC(=O)Nc1cccc(-c2n[nH]c3c2CC(=O)N(CCOc2ccccc2)C3)c1
- Pf Dd2 growth = i

CC(C)N1C[C@H](O)C[C@H]1c1nnc2n1CCN(C(=O)c1n[nH]c3ccccc13)CC2
- Pf Dd2 growth = i

(list continues)
SMILES	Pf Dd2 growth
CN1CCC(NC[C@H]2O[C@@H]3C[C@@H](CC(=O)NCc4cnn(C)c4)O[C@@H]3[C@@H]2O)CC1	13%[44.1 µM]
C[S+](=O)([O-])c1ccc(-c2cc(C(=O)N3CCN(c4ncccn4)CC3)nn3cccc23)cc1	-24%
COc1cc2ccccc2cc1C(=O)Nc1cccc(-c2nc3ccccc3o2)c1	14%
COc1ccccc1C(=O)N1CCC(C(NC(=O)c2cccs2)C(=O)N2CCCCC2)CC1 (stereo not drawn)	?
COc1ccc(N(C(=O)c2ccc(OC)c(OC)c2)S(=O)(=O)c2ccc(Cl)cc2)cc1	107%[activator]
Cc1cc(Nc2ccccc2F)n2nc(Cc3ccc(Cl)cc3)nc2n1	i
Cc1c(-c2nsc(NC(=O)c3cccs3)n2)nnn1-c1ccc(F)cc1	-11%
COc1ccc(F)cc1S(=O)(=O)NCCc1csc(-c2ccc(Cl)cc2)n1	i
Cc1cc(C)c2c(CC(=O)Nc3ccccc3C(F)(F)F)coc2c1	5%
Cc1cc2c(cc1S(=O)(=O)CCC(=O)N(C)C1CCCCC1)OCC(=O)N2	-11%

Following part
SMILES	Pf Dd2 growth
CC(=O)Nc1ccc(CN2CCC3(Cc4ccccc4CN(C(C)=O)C3)C2)cc1 (stereo not drawn)	?
O=C(Nc1ccc(Cl)c(-c2nc3cc(Cl)ccc3o2)c1)c1cc([N+](=O)[O-])ccc1N1CCOCC1	?
CC(=O)Nc1ccc(NC(=O)C(Cc2ccccc2)NS(=O)(=O)c2ccc3c(c2)oc(=O)n3C)cc1 (stereo not drawn)	25%
O=C(Nc1cccc(-c2nc3cc(Cl)ccc3o2)c1)c1cc([N+](=O)[O-])ccc1N1CCOCC1	i
Cn1ccc(NC(=O)c2cnc3c(c2)N([S+](=O)([O-])c2cccnc2)CCC3)n1	-15%[44.1 µM]
COc1cccc(CN[C@@H]2CCC[C@@H](C(=O)NC3CC3)CC(=O)N(C)C2)c1	-3%[44.1 µM]
CCOC(=O)CSc1nc2ccccc2c(=O)n1-c1cccc(C)c1	27%
COc1ccc(CC(=O)Nc2cc(-c3cn4cccnc4n3)ccc2C)cc1OC	?
COCCOCc1nc(C2CCN(C(=O)c3ccncc3)CC2)no1	5%
COCc1nc(C2CCCN(C(=O)CCC3CCCC3)C2)no1 (stereo not drawn)	-12%

The listing continues.
SMILES	Pf Dd2 growth
CCOc1ccccc1NC(=O)C(CC(C)C)NS(=O)(=O)c1ccc2c(c1)CCN2C(C)=O (stereo not drawn)	i
CCCc1ccc(-c2nc(C3CCOC3)no2)cc1 (stereo not drawn)	-4%
CC(=O)C1=C(c2ccc(Br)cc2)N(C(C)=O)n2c(nnc2C2CCCCC2)S1	1.4µM*
CCn1ncc(CN2CCCCCCN(C)C(=O)[C@@H]3CCC[C@@H]32)c1C	-14%
Cc1cc(NS(=O)(=O)c2ccc(NC(=O)COc3ccc(Br)cc3C)cc2)no1	99%[activator]
CCOc1ccc(CNC(=O)CCS(=O)(=O)c2cc3c(cc2Cl)NC(=O)CO3)cc1OC	-12%
COc1cccc(Oc2nc(C)nc3c2oc2ccccc23)c1	-1%
COCC(=O)N1CCN(C)CC1C(=O)N1CCc2nc[nH]c2C1 (stereo not drawn)	-1%
CC1(C(=O)NCc2ccccc2)CCCCC(=O)N1 (stereo not drawn)	i
CC(C)NC(=O)C[C@@H]1c2nc(NC(=O)N3CCOCC3)sc2C[C@@H]2[C@](C)(CO)[C@H](O)CC[C@]21C	-16%

New compounds follow
SMILES	Pf Dd2 growth
COc1ccc(-n2nc3n(c2=O)CCN([S+](=O)([O-])c2c(C)noc2C)C3)cc1	4%
COc1ccc(NS(=O)(=O)c2cc(Br)cc3c2N(C(=O)C2CC2)CC3)cc1OC	-5%
Cc1ccn(CC(=O)N2C[C@@H](COc3ccccc3)[C@H](C(N)=O)C2)n1	-12%
CC(C)NC(=O)CSc1cn(CC(=O)N2CCCCCC2)c2ccccc12	10%
Cc1ccc(CNC(=O)C2CCCN(c3nc4ccccc4n4cccc34)C2)cc1 (stereo not drawn)	i
COc1ccc(-c2nc(C(C)C)nc3c2CN([S+](=O)([O-])c2cccc(OC)c2)CC3)cc1	i
COc1ccc(Br)cc1CC1C(=O)Nc2ccccc21 (stereo not drawn)	-3%
Clc1ccc(CNc2nc(-c3ccccc3)no2)cc1	11µM*
O=C(c1ccc(Cl)cc1)N1CC2(CCCN2CC2CC2)Cc2ccccc21 (stereo not drawn)	?
Clc1ccc(CN2CC[C@H](c3nc4cc(Cl)ccc4o3)C2)cc1	?

Going on with the list:
SMILES	Pf Dd2 growth
CCn1cc(-c2cc3c(cn2)CN(Cc2ccncc2)CCN3)cn1	-24%[44.1 µM]
O=c1c2c(n(Cc3ccccc3)n1-c1ccccc1)CN(Cc1ccc3c(c1)CCO3)CC2	?
O=C(C1CCC1)N1C[C@@H]2CC[C@H](C1)N(C(=O)Nc1ccc(F)c(F)c1)C2	-17%
CNc1nccc(N2CCC(CC(=O)NCCCN(C)C)CC2)n1	i
CCc1noc(-c2cn(C3CCCN(C(=O)c4cc(C)cc(C)c4)C3)nn2)n1 (stereo not drawn)	i
COc1ccc(CC(=O)N2C[C@@H](C(N)=O)[C@H](c3nc(C)no3)C2)cc1Cl	?
OC1(c2ccc(F)cc2)CCN(c2nccc(-c3ccccn3)n2)CC1	?
Cc1ccc(CNC(=O)c2sc3nc4n(c(=O)c3c2C)CCCC4)cc1	i[5.79 µM]
Cn1ccc2ccc(C(=O)N3CCN(CCOc4ccccc4)CC3)cc21	-2%
COc1ccc(S(=O)(=O)N2CCCCC2c2nc(-c3cnccn3)n[nH]2)cc1 (stereo not drawn)	-13%

Further structures.
SMILES	Pf Dd2 growth
Cc1ccc(Nc2nnc(-c3ccc(C)c(S(=O)(=O)NCc4nc5ccccc5[nH]4)c3)c3ccccc23)cc1	?
CCCCc1ccc(NC(=O)Cn2ccn3nc(-c4ccc(F)cc4)c(CO)c3c2=O)cc1	-5%
CCNC(=O)N[C@H]1[C@H](O)[C@@H](N2CCC(Cc3ccccc3)CC2)[C@@H]2OC[C@H]1O2	?
NC(=O)CCN(Cc1ccccc1)C(=O)C1CCN(C(=O)C2CCCC2)CC1	20%
COc1ccccc1CNC(=O)CN1N=C(c2ccccc2)CCC1=O	20%
COc1cc(=O)n2c(c1C(=O)Nc1ccc(Br)cc1F)CCCC2	-5%
O=C1NC(C(=O)N2CCN(c3ncccn3)CC2)CN1Cc1ccccc1 (stereo not drawn)	-20%
COc1cc(-c2nc3ccc(Cl)cn3c2Nc2ccc3c(c2)OCO3)ccc1O	?
CCN1CCC(N2CCC3(CC2)NCCc2c3[nH]c3ccc(OC)cc23)CC1	?
Cc1ccc(C(=O)N2CCC(c3n[nH]c(=O)n3Cc3ccc(F)cc3)CC2)s1	?

Of the compounds above, these have a thiophene ring, fused or not:
SMILES	Pf Dd2 growth
Cc1ccc(Cl)cc1N(C)C(=O)c1cc2c(Cl)nc3ccccc3c2s1	20%
O=c1c2sccc2n(Cc2cc(=O)n3cc(Cl)ccc3n2)c(=O)n1-c1ccccc1	-5%
COc1ccccc1C(=O)N1CCC(C(NC(=O)c2cccs2)C(=O)N2CCCCC2)CC1 (stereo not drawn)	?
Cc1c(-c2nsc(NC(=O)c3cccs3)n2)nnn1-c1ccc(F)cc1	-11%
Cc1ccc(CNC(=O)c2sc3nc4n(c(=O)c3c2C)CCCC4)cc1	i[5.79 µM]
Cc1ccc(C(=O)N2CCC(c3n[nH]c(=O)n3Cc3ccc(F)cc3)CC2)s1	?

(listing goes on)
SMILES	Pf Dd2 growth
CCOc1ccc(NC(=O)C2CCN(C(=O)N3CC(C)Oc4ccc(Cl)cc43)CC2)cc1 (stereo not drawn)	13µM*
CCN1C(=O)CCN(S(=O)(=O)c2cccc3cccnc23)CC12CCOCC2	-22%
Cc1ccc(C2Cn3nnc(C(=O)N4CCC(C(=O)Nc5ccc(Cl)cc5)CC4)c3CO2)cc1 (stereo not drawn)	-5%
CC(=O)c1cccc(Nc2ncnc3c2cnn3-c2cccc(Cl)c2)c1	i
COc1ccc(C(=O)Nc2cccc(-c3nnc4n3CCCC4)c2)c(C)c1	?
CCOc1ccc(C(=O)N2CCN(c3cc(-c4ccc(OC)cc4)[nH]n3)CC2)cc1	-10%
CNC(=O)[C@@H]1CN(Cc2ccc(Br)cc2F)C[C@H]1CO	-23%
O=c1[nH]c(N2CCOCC2)nc2c1CCN(Cc1ccc(F)cc1)CC2	23%[5.79 µM]
O=C([C@@H]1C[C@H](Oc2cccnc2)CN1C(=O)c1ccncc1)N1CCCC1	-24%
CCCC1=Nc2cc(C(=O)NCCc3ccccc3)ccc2Sc2ccc(C)cc21	6.3µM*!

(further entries)
canonical_smiles	Pf Dd2 growth
COc1ccc(NC(=O)Cn2c(SCc3cccc(Cl)c3)nc3ccncc32)c(OC)c1OC	-14%
CNC(=O)[C@@H]1C[C@H](Oc2cccnc2)CN1C(=O)C(C)C	?
Cc1ccc(-n2ncc3c(Nc4cccc(C(=O)O)c4)ncnc32)cc1	-6%
CN1C(=O)CC(C(=O)O)C12CCN(Cc1noc(C3CCCC3)n1)CC2 (stereo not drawn)	-12%
Cc1ccc(S(=O)(=O)N2CCc3cc(C(=O)Nc4ccc(C(F)(F)F)cc4)ccc32)cc1	?
O=C1N(Cc2ccc(F)cc2)C[C@H]2CN(Cc3ccccn3)CCN12	i
O=C(COc1ccccc1)N1CCOC[C@H](Oc2ccc(C(F)(F)F)cn2)C1	6%[44.1 µM]
O=C(c1ccc(-c2ccc(N3CCCCCC3)nc2)cc1)N1CCCC1	-10%
Cc1ccc(C(=O)c2cn(Cc3ccccc3F)c3cc4c(cc3c2=O)OCCO4)cc1	-10%
Cc1cccc(N(C)S(=O)(=O)c2cc3c(cc2Cl)NC(=O)CO3)c1	-24%
COc1cccc(OCc2nc(C(=O)N(C)C(C)c3ccon3)co2)c1 (stereo not drawn)	-17%
Cn1ncc2c(C(=O)N3CCOCC3)cc(-c3ccc(Cl)nc3)nc21	-5%
Cc1ccc(N2Cc3c(NCCc4ccc(F)cc4)ncnc3N(C)CC2=O)cc1	?
CCN1CCN(c2ccc(C(=O)NCCCc3ccc(OC)cc3)cn2)CC1	i
Cc1noc([C@@H]2CN(Cc3ccncc3)C[C@H]2CO)n1	14%
Cc1ccc(S(=O)(=O)N(C)C2CCCc3ccccc32)cc1 (stereo not drawn)	i
NS(=O)(=O)C1CCS(=O)(=O)C1 (stereo not drawn)	4%
CN1CCC2(C1)CN(Cc1ccccc1)c1ccc(C(=O)NC3CCC3)cc12 (stereo not drawn)	-10%[44.1 µM]
CCOC(=O)Cn1c(=O)oc2cc(S(=O)(=O)N3CCC(C(=O)OCC)CC3)ccc21	6%
Cc1nc(C)n2cc[nH]c(=O)c12	46%[activator]
CC(=O)c1ccc(NC(=O)c2ccc3c(c2)N(Cc2cccc(Cl)c2)C(=O)c2ccccc2S3(=O)=O)cc1	?
Cc1[nH]nc2c1C(c1ccccc1)C(C#N)=C(N)O2 (stereo not drawn)	1%
CNCc1cn(C[C@H]2O[C@@H](CC(=O)N3CCC[C@@H]3COC)[C@H](O)[C@@H]2O)nn1	45%[activator][44.1 µM]
CCNS(=O)(=O)c1ccc(NC(=O)CSc2nc(-c3ccco3)cc(C(F)(F)F)n2)cc1	i
COC(=O)C1=CN(CC(=O)Nc2ccc(F)cc2)S(=O)(=O)N=C1C	43%[activator]
COC1C(=O)N(c2cccc(F)c2)C12CCN(C(=O)C1CCOCC1)CC2 (stereo not drawn)	?
CC(=O)Nc1ccc(C)cc1-c1nc2ccccc2n(CC(=O)c2ccc(C)c(C)c2)c1=O	11%
CCn1ccc(C(=O)N2CCCn3ccnc3C2c2cnn(C)c2)n1 (stereo not drawn)	i
COc1ccc(-c2cc(C(F)(F)F)n3nc(C(=O)Nc4ccccc4SC)cc3n2)cc1OC	11%
COc1cccc(S(=O)(=O)NCCc2noc(-c3cccnc3)n2)c1	-1%

The list continues.
canonical_smiles	Pf Dd2 growth
Cc1ccc(NC(=O)c2cc(-c3cccs3)nc3ccccc23)c(C)c1	64%[activator]
CCCNC(=O)O[C@@H]1CC[C@]2(C)C(CC[C@@H](O)[C@H]2CC(=O)NCc2ccc(OC)cc2)[C@]1(C)CO (stereo partly drawn)	i
CCOC(=O)c1cccc(NC(=O)c2cc3c(=O)n(Cc4cccnc4)ccc3nc2C)c1	?
O=C(c1cccc(F)c1)N1CCCC(c2nccn2Cc2cscn2)C1 (stereo not drawn)	-9%
